HDAC3 inhib – blocks human histone deacetylase 3. AID 2718. inhibition, % at 8.3 µM. hit rate 0.15% among 320,000. recombinant HDAC3, fluorogenic peptide/trypsin coupled, fluorescence; in the data active = inhibition above about 26%, passing the limit was not always enough; inconclusive = no clear call, values can overlap the other calls
ANO1 activ – activators or potentiators of mouse TMEM16A chloride channel; Q8BHY3; B-score at 10 µM; hit rate 0.3% among 340,000; HEK293 TMEM16A/YFP-H148Q/I152L, iodide quench fluorescence; stronger effect = lower value;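 active = fluorescence-ratio B-score plate-corrected deviation score at least 3 library SD below zero, with starting fluorescence score within 5 deviations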;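 also: channel opened by trigger with iodide after compound preincubation; score built on the fluorescence ratio of max minus min over baseline; more negative score means more quench and so TMEM16A activation or potentiation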
Target sequence (Q8BHY3 whole entry, looked up): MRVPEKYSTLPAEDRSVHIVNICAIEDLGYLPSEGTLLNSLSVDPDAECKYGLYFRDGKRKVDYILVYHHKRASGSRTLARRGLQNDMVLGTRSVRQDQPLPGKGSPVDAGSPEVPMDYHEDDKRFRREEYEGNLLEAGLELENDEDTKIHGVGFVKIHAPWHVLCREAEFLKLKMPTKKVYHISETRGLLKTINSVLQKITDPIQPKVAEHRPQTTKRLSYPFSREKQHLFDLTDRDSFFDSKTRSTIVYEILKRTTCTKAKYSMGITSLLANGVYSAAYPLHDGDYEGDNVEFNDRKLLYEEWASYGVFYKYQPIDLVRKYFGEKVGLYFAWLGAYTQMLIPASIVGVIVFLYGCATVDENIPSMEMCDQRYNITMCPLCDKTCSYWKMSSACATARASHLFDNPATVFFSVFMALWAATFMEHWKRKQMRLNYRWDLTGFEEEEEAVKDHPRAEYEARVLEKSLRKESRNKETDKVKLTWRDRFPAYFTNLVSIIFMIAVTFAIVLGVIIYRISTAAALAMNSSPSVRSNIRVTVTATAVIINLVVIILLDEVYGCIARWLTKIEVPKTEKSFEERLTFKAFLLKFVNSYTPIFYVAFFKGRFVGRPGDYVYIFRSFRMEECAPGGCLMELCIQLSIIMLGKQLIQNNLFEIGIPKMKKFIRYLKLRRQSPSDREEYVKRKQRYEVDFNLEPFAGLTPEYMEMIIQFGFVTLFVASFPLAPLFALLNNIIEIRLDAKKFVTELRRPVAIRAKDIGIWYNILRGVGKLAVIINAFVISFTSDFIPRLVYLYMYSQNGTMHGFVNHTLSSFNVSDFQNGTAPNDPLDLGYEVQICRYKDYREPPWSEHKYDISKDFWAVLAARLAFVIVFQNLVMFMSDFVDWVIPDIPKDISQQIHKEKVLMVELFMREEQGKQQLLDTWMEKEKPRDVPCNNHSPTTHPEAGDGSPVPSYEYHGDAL
ANO1 block – mouse TMEM16A channel inhibition, primary screen. normalized B-score (activity score, 25-100; higher = stronger inhibition) at 10 µM. hit rate 1.2% among 310,000. HEK293 TMEM16A/YFP iodide influx fluorescence, ionomycin;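 active = ratio plate-corrected score three or more library SD toward inhibition, starting fluorescence score within five deviations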;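 also: score derived from kinetic fluorescence span divided by baseline fluorescence per well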
KCNQ1 pot – potentiators or activators of human KCNQ1 potassium channel. P51787. CHO-K1 KCNQ1, thallium flux FluxOR fluorescence; stronger effect = higher value. B-score at 10 µM. hit rate 0.35% among 310,000;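 active = fluorescence ratio B-score, a plate-corrected score, at least three library SD, with initial intensity B-score within 5 SD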
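assay system = CHO-K1 cells stably expressing KCNQ1 | medium = assay buffer, equal DMSO in all wells | timing = 37 °C overnight plating, 90-min dark dye load, 20-min compound pretreatment | measured by = kinetic FluxOR thallium fluorescence, 10-s 1-Hz baseline, 110-s post-stimulus read | measure = fluorescence change relative to baseline, converted to B score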
TRPC4 act – TRPC4 (mouse) channel activation; Q9QUQ5; HEK293 TRPC4beta/mu-opioid, Fluo4 calcium fluorescence; stronger effect = higher value; B-score at 10 µM; hit rate 0.49% among 310,000; AID 2237;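 active = B-score above 5 SD of library B-scores, and initial fluorescence ratio not above library mean plus 5 SD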;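 also: positive B-score marks a calcium rise read as TRPC4 activation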
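System – HEK293 cells stably co-expressing mouse TRPC4beta and mu-opioid receptor · Signal – Fluo4 calcium-sensitive dye fluorescence, kinetic, 1 Hz baseline · Benchmarks – buffer (low) and maximal DAMGO (high) · Read-out – B score of integrated fluorescence ratio per well · Incubation – dye loading 45 min room temperature, 110 s kinetic read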
TRPC4 PAM – allosteric potentiators of mouse TRPC4 channel; B-score at 10 µM; AID 2227; HEK293 TRPC4beta/mu-opioid, DAMGO EC20, Fluo-4 Ca2+ flux; stronger effect = higher value; Q9QUQ5; hit rate 0.42% among 310,000;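 active = B-score of calcium response area above 5 SD of library B-scores, with initial fluorescence ratio within 5 SD of library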;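 also: B-score of integrated fluorescence ratio over time as area under calcium response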
DYRK1A inh – Dyrk1A (rat) kinase inhibition; Q63470; ADP-Glo luminescence, NFATc1 peptide; inhibition, % at 12.5 µM; hit rate 0.43% among 310,000; AID 504441; in the data active = inhibition above about 50%;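 also: plate controls were vehicle with enzyme for no effect and no enzyme for full effect; many of its hits are not listed in these tables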
KCNK9 block – inhibitors of human KCNK9 two-pore domain potassium channel; Q9NPC2; B-score at 10 µM; HEK293 KCNK9, FluxOR thallium flux fluorescence; stronger effect = lower value; AID 488922; hit rate 1.2% among 310,000;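 active = ratio B-score over 3 SD below the library mean, with starting fluorescence within 5 SD of its mean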;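 also: negative B-score means less thallium flux so channel inhibition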
hERG rescue – shields human hERG channel from block by proarrhythmic agents; CHO-hERG, FluxOR thallium flux, dofetilide IC70 present; Q12809; AID 1511; hit rate 0.51% among 310,000; activation (rescue from dofetilide block), less the hit threshold, % at 10 µM;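 active = activation above the mean of controls blocked by dofetilide plus 5 SD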;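 also: thallium influx through hERG after potassium depolarization seen as dye fluorescence rise; in these data hits start at about 4.7%; inactives centre near -7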
KCNQ1 block – inhibitors of human KCNQ1 potassium channel | P51787 | CHO-K1 KCNQ1, FluxOR thallium flux fluorescence; stronger effect = higher value | B-score at 10 µM | hit rate 1.3% among 310,000 | AID 2642;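 active = compounds whose thallium flux B-score, printed positive for inhibition, exceeds three library SD while starting fluorescence stays within three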;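 also: channel opened by potassium depolarization with thallium stimulus after 20 min compound exposure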
KCNK3 inh – human KCNK3 channel inhibition, primary screen | O14649 | CHO-KCNK3 thallium flux, FluxOR fluorescence; stronger effect = lower value | B-score at 10 µM | hit rate 0.84% among 340,000;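 active = B-score under library mean minus 4 SD, starting fluorescence ratio at most library mean plus 5 SD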;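 also: more negative B-score means stronger inhibition of thallium flux through KCNK3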
Numbers without * were called inactive; i = inactive; ? = inconclusive; nt = no result given. Some of the compounds tested; the hit share may differ from the screen's.

cpd	SMILES	TRPC4 PAM	KCNQ1 block	ANO1 activ	KCNK3 inh	ANO1 block	hERG rescue	KCNK9 block	TRPC4 act	KCNQ1 pot	DYRK1A inh	HDAC3 inhib
1	COc1ccc(CCNc2ccc(C(CC(N)=O)NC(=O)Cc3ccc(Br)cc3)cc2[N+](=O)[O-])cc1 (stereo not drawn)	i	i	i	i	i	-4	i	i	i	12	-2
2	COC(=O)/C(C#N)=C/c1c(Oc2cc(C)cc(C)c2)nc2ccccn2c1=O	i	i	i	i	i	-11	i	i	i	nt	-5
3	COc1ccc(N(CC(=O)NCC2CCCO2)C(=O)CCC(=O)Nc2nccs2)cc1 (stereo not drawn)	i	i	i	i	i	-9	i	i	i	-1	-4
4	Cc1ccccc1S(=O)Cc1ccc(C(=O)NCCCN2CCCCC2)o1 (stereo not drawn)	i	i	i	i	i	-5	i	i	i	-3	-1
5	COc1ccc(NC(=O)CCC(=O)c2cccs2)cc1S(=O)(=O)Nc1ccccc1Cl	i	i	i	i	i	-2	i	i	i	3	-4
6	O=S(=O)(Cc1ccccc1Cl)N1CCN(Cc2ccc3c(c2)OCO3)CC1	i	i	i	i	i	-9	i	i	i	2	4
7	Cc1ccc(NC(=O)CCC(=O)NNC(=O)CCc2ccccc2)c(C)c1	i	i	i	i	i	-6	i	i	i	-1	-3
8	CC(=O)Nc1ccc(-c2csc(Nc3ncccn3)n2)cc1	i	i	i	i	i	-8	i	i	i	-5	-7
9	O=C(NCc1ccccc1)C1=C[C@H](C2CCCCC2)C[C@H](OCCCCO)O1	i	i	i	i	i	-7	i	i	i	5	11
10	CC(C)C[C@H](NC(=O)c1[nH]cnc1C(=O)N[C@@H](Cc1ccccc1)C(=O)OC(C)(C)C)C(=O)OCc1ccccc1	i	i	i	i	i	-7	i	i	i	-8	-2
11	O=C(NCc1cn2ccccc2n1)C1CCC(=O)N(Cc2ccccc2F)C1 (stereo not drawn)	i	i	i	i	i	-8	i	i	i	1	-24
12	CC(C(=O)NC1CCCCCC1)N(c1ccccc1)S(C)(=O)=O (stereo not drawn)	i	i	i	i	i	-12	i	i	i	3	nt
13	CC(C)=CCC/C(C)=C/COc1ccc2ccc(=O)oc2c1	i	i	i	-9.2*	i	-7	-19*	i	i	10	-2
14	CC(C)C(OC(=O)c1ccco1)C(=O)NC1CCCC1 (stereo not drawn)	i	i	i	i	i	-2	i	i	i	2	-1
15	COc1ccc(NC(=O)c2ccco2)cc1NC(=O)c1ccco1	i	i	i	i	i	-7	i	i	i	-2	8
16	O=C1/C(=C/c2ccco2)Cc2ccccc21	i	i	i	i	i	-4	i	i	i	-4	2
17	O=C(CCCOc1ccccc1)NC(=S)Nc1ccccc1	i	i	i	i	i	-5	i	i	i	2	1
18	COc1ccc(CCNCc2c(OC)ccc3ccccc23)cc1OC	i	i	i	i	i	-7	i	i	i	-1	5
19	CCOC(=O)C(=CNc1ccc(OC)cc1[N+](=O)[O-])C(=O)OCC	i	i	i	i	i	-1	i	i	i	-63	-4
20	CC1(C)CC2(CC(c3ccccc3)Oc3cc(O)ccc32)NC(=S)N1 (stereo not drawn)	i	i	i	i	i	-5	i	i	i	-4	2
21	NS(=O)(=O)c1ccc(CCNC(=O)c2ccc(S(=O)(=O)N3CCCCC3)cc2)cc1	i	i	i	i	i	-5	i	i	i	-4	-3
22	COc1ccc(C(=O)NNC(=O)CSc2nnc(C3CC3)n2C)cc1	i	i	i	i	i	-4	i	i	i	10	6
23	CCc1nnc(NC(=O)CSc2ccc(-c3nc4ccccc4[nH]3)cn2)s1	i	i	i	i	i	-5	i	i	i	1	nt
24	O=C(NCCCN1CCC(Cc2ccccc2)CC1)C1CCN(S(=O)(=O)N2CCC3(CC2)OCCO3)CC1	i	i	i	i	i	-6	i	i	i	1	-4
25	O=C(NC1CCCC1)c1cc(S(=O)(=O)N2CCCC2)ccc1Cl	i	i	i	i	i	-9	i	i	i	1	2

Nos. 1 to 3, quoted:
cpd	SMILES	TRPC4 PAM	KCNQ1 block	ANO1 activ	KCNK3 inh	ANO1 block	hERG rescue	KCNK9 block	TRPC4 act	KCNQ1 pot	DYRK1A inh	HDAC3 inhib
1	COc1ccc(CCNc2ccc(C(CC(N)=O)NC(=O)Cc3ccc(Br)cc3)cc2[N+](=O)[O-])cc1 (stereo not drawn)	i	i	i	i	i	-4	i	i	i	12	-2
2	COC(=O)/C(C#N)=C/c1c(Oc2cc(C)cc(C)c2)nc2ccccn2c1=O	i	i	i	i	i	-11	i	i	i	nt	-5
3	COc1ccc(N(CC(=O)NCC2CCCO2)C(=O)CCC(=O)Nc2nccs2)cc1 (stereo not drawn)	i	i	i	i	i	-9	i	i	i	-1	-4

The results go on:
cpd	SMILES	TRPC4 PAM	KCNQ1 block	ANO1 activ	KCNK3 inh	ANO1 block	hERG rescue	KCNK9 block	TRPC4 act	KCNQ1 pot	DYRK1A inh	HDAC3 inhib
26	COc1cc(NC(=O)C(C)Oc2ccccc2)cc(OC)c1 (stereo not drawn)	i	i	i	i	i	-3	i	i	i	-10	-5
27	COC(=O)c1ccn(C(=O)c2ccc(Cl)cc2)n1	i	i	i	i	i	-4	i	i	i	-6	-3
28	Cc1ccc(C(=O)Nn2cnnc2)cc1Cl	i	i	i	i	i	-7	i	i	i	-5	3
29	CCc1cc(=O)oc2cc(C)cc(OC(C)C(=O)NCCCN3CCOCC3)c12 (stereo not drawn)	i	i	i	i	i	-4	i	i	i	-3	-54
30	C[C@@H]1CCC2[C@](C)(CO)[C@@H](O)CC[C@]2(C)[C@@]12C[C@](CO)(CC(=O)O)CO2 (stereo partly drawn)	i	i	i	i	i	-2	i	i	i	-3	-1
31	CN1CCN(C2=C(Cl)C(=O)C(c3cnc(N4CCCCC4)s3)=C(Cl)C2=O)CC1	i	16*	i	i	100*	-48	-17*	i	i	1	17
32	Cc1c2cnn(CC(=O)N3CCN(c4ncccn4)CC3)c(=O)c2c(C)n1Cc1ccc(F)cc1	i	i	nt	nt	i	-11	i	i	i	nt	2
33	OC(Cn1cnnc1)c1ccccc1 (stereo not drawn)	i	i	i	i	i	-3	i	i	i	1	2
34	COc1ccc(-n2c3c(cc(C(=O)N4CCN(CCO)CC4)c2=O)C(=O)CC(C)(C)C3)cc1	i	i	i	i	i	-10	i	i	i	nt	9
35	COc1ccc(CC(=O)OCC(=O)NC(=O)NC2CCCCC2)cc1	i	i	i	i	i	-9	i	i	i	1	2
36	O=C(NCCCn1ccnc1)c1ccc(N2CCCCCC2)c([N+](=O)[O-])c1	i	i	i	i	i	-8	i	i	i	nt	5
37	CCOC(=O)C1CCCN(C(=O)c2sc3nc(C)nc(N4CCOCC4)c3c2C)C1 (stereo not drawn)	i	i	i	i	i	-5	i	i	i	nt	1
38	O=[N+]([O-])/C(C(Cl)=C(Cl)Cl)=C1\Nc2ccccc2O1	i	i	i	i	i	-5	i	i	i	-6	-4
39	Cc1ccc(OCC(=O)Nn2cnnc2)c(Br)c1	i	i	i	i	i	-3	i	i	i	-6	-12
40	Cc1c(NC(=O)c2ccccc2NC(=O)COc2ccccc2)cccc1C(=O)O	i	i	i	i	i	-9	i	i	i	-2	-8
41	Cc1c(NC(=O)Nc2ccc(F)cc2)c(=O)n(-c2ccccc2)n1C	i	i	i	i	i	-6	i	i	i	2	-6
42	CC(=O)c1c(C)oc2ccc(NS(=O)(=O)c3cccs3)cc12	i	i	i	i	i	-8	i	i	i	3	8
43	Cc1cccc(NN=C2c3ccccc3-c3ccccc32)c1	i	i	i	i	i	-13	i	i	i	-7	-5
44	O=C(NCc1c(O)ccc2ccccc12)c1ccccc1	i	i	i	i	i	-7	i	i	i	-4	5
45	CC(C)(C)S(=O)(=O)c1cnc2c(-c3ccc(F)cc3)cnn2c1N	i	i	i	i	i	-10	i	i	i	-1	6
46	COc1ccc(OC)c(C(=O)COC(=O)CNC(=O)C2CCCCC2)c1	i	i	i	i	i	-11	i	i	i	6	14
47	COc1ccc(-c2[nH]ncc2/C=N\NS(=O)(=O)c2ccccc2)cc1OC	i	i	i	i	i	-11	i	i	i	0	4
48	COc1ccc(CNC(=S)N/N=C/c2ccncc2)cc1	i	i	i	i	i	-9	i	i	i	2	5
49	Fc1ccccc1N1CCN(CCCc2ccccc2)CC1	i	i	i	i	i	-10	i	i	i	-6	-5
50	N#Cc1c(/N=C/c2cccnc2)sc2c1CCCC2	i	i	i	i	i	-6	i	i	i	nt	6
51	CC1(C)Cc2c(c(-c3ccccc3)nc(N3CCOCC3)c2C(N)=O)CO1	i	i	i	i	i	-11	i	i	i	-3	?
52	CC(C)/C=C1\CC/C(=C\c2cccnc2)C1=O	i	i	i	i	i	-10	i	i	i	0	12
53	CC/C(=N/Nc1ccc(Cl)cc1)c1cnnc(SC)n1	i	i	i	i	i	-11	i	i	i	-5	nt
54	C=CCNC(=O)C(=O)c1cccn1-c1ccsc1C(=O)OC	i	i	i	i	i	-11	i	i	i	6	1
55	CCCCNC(=O)C1c2ccccc2C(=O)N(c2ccc(OC)cc2)C1c1ccc(OC)cc1 (stereo not drawn)	i	i	i	i	i	-14	i	i	i	2	9
56	COC(=O)c1ccc(COc2ccc(C)cc2[N+](=O)[O-])o1	i	i	i	i	i	-4	i	i	i	nt	?
57	COc1cccc(N2CCN(C(C)C(=O)NC34CC5CC(CC(C5)C3)C4)CC2)c1 (stereo not drawn)	i	i	i	i	i	-12	i	i	i	-2	1
58	Cc1ccccc1NC(=O)C1c2cccc[n+]2CC(=O)N1Cc1ccc2c(c1)OCO2 (stereo not drawn)	i	i	i	i	i	-8	i	i	i	0	13
59	O=C(Cc1ccccc1)NCc1cccnc1	i	i	i	i	i	-6	i	i	i	3	-9
60	CCOC(=O)c1c(C)[nH]c(C)c1S(=O)(=O)NCC1CCN(Cc2cccc(F)c2)CC1	i	i	i	i	i	-8	i	i	i	2	-5

Screens as filed in PubChem.
